OPRM1-OPRD1 ag = agonists of OPRM1-OPRD1 heterodimerization, primary screen, cell-based, luminescence. Mu-type opioid receptor (Homo sapiens) + Delta-type opioid receptor (Homo sapiens), …. AID 504326, 2011. hit rate 0.3% among 340,000. activation, % at 9.3 µM. cells; in the data active means activation above about 18%;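 further: 0% = vehicle-treated cells and 100% = reference agonist; values of inactives mirror those of a sister screen read the other way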
PfHsp90 set2 = growth inhibition of PfHsp90-expressing yeast, primary screen, antimalarial PfHsp90 inhibitor project, S. cerevisiae, BacTiter-Glo luminescence, single point, set 2; BacTiter-Glo ATP, 48 h; yeast lacking PDR1 and PDR3 efflux regulators; hit rate 0.32% among 310,000; inhibition, % at 9.4 µM;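 active means every replicate shows inhibition above about 80%, whatever the replicate mean, limit read from the data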;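 further: 0% = DMSO neutral controls and 100% = 20 µM radicicol positive controls; yeast relying on Plasmodium falciparum Hsp90 in place of its own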
HTR5A inv ctr = HTR5A inverse agonists in luminescence cell assay, primary screen, counter-screen for OPRM1-OPRD1 heterodimer inverse agonist project, full-deck HTS | HTR5A cell line, inverse agonism | inhibition, % at 9.3 µM | 5-hydroxytryptamine receptor 5A (Homo sapiens), P47898 | AID 504634, 2011 | hit rate 0.083% among 340,000; in the data active means inhibition mostly above about 23%, no sharp cut-off; inactive means mostly below about 18%;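 further: 0% = cells with DMSO and 100% = no-cell wells with DMSO; some compounds called inactive have numbers as strong as hits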
Target sequence (P47898 whole entry, looked up): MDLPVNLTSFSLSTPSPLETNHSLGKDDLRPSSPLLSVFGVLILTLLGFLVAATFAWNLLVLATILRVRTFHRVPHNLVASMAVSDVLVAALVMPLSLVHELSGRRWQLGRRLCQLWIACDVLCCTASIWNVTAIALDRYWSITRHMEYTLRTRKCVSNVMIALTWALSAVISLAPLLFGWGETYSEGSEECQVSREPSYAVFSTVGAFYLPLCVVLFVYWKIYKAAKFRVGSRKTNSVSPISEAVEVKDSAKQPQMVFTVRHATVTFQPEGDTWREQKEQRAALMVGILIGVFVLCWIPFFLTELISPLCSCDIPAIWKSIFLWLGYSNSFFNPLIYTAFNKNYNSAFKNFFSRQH
PKA-R2B act = activators of PKA-R2B holoenzyme, primary screen, biochemical, fluorescence polarization, Cy5-IP20, human | hit rate 0.079% among 340,000 | activation, % at 11.4 µM | AID 504700, 2011 | cAMP-dependent protein kinase catalytic subunit beta (Homo sapiens) + cAMP-dependent … | PKA-R2B holoenzyme dissociation; R2B truncated from residue 108, S112A mutant; 0% DMSO only, 100% 113 µM cGMP;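 active means activation above a cutoff set at the mean over all compounds plus 3 SD, cut at about 18% in these data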;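 further: higher means more holoenzyme dissociation and a rise in polarization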
Target sequence (P31323 whole entry, looked up, other chains not shown, the tested form may be a part): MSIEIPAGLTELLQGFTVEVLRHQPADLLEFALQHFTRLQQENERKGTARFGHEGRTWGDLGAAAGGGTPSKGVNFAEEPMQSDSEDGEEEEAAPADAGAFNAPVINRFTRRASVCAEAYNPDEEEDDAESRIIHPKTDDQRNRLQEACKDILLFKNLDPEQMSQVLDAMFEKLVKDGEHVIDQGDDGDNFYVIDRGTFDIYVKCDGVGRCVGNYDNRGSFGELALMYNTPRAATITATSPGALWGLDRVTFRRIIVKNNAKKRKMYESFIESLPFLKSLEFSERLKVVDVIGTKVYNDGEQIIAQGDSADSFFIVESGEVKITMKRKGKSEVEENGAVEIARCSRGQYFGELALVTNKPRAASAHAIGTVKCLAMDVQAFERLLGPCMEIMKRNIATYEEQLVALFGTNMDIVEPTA
PKA-R1A act = activators of PKA-R1A holoenzyme, primary screen, biochemical, fluorescence polarization, Cy5-IP20, bovine R1A, mouse PKAc | activation, % at 11.4 µM | PKA-R1A dissociation; scaled: DMSO 0%, 113 µM cGMP 100% | AID 504707, 2011 | hit rate 0.083% among 340,000;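 active means percent activation above the mean of all tested compounds plus 3 SD, cut at about 19% in these data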;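 further: higher means more PKAc released from R1A so a rise in polarization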
Ecoli viability = E. coli V3065 growth inhibition, primary screen, counter-screen for AddAB inhibitor project, absorbance, OD600 | inhibition, % at 11.9 µM | AID 449728, 2010 | 18 h | hit rate 0.27% among 330,000;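 active means inhibition above the campaign's mean inhibition across all tested compounds plus 3 SD, cut at about 9.9% in these data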;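 further: uninfected addAB+ strain grown without phage in ampicillin broth; 0% = DMSO wells and 100% = ciprofloxacin 0.95 µg/ml wells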
Tat transport = E. coli Tat export inhibitors, primary screen, MC4100, TorA-mCherry reporter, fluorescence, single point. hit rate 0.036% among 340,000. inhibition, % at 10 µM;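 active means mean replicate inhibition at least 50% and at least half of replicates individually reaching 50%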;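 further: exported cargo escapes ClpAP degradation while cytoplasmic cargo is degraded and loses fluorescence; 0% = median of neutral control wells and 100% = median of NaSCN control wells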
OPRM1-OPRD1 inv = inverse agonists of MOR-DOR heterodimerization, primary screen, cell-based, luminescence; hit rate 0.21% among 340,000; inhibition, % at 9.3 µM; Mu-type opioid receptor (Homo sapiens) + Delta-type opioid receptor (Homo sapiens), …; cell-based MOR-DOR heterodimer luminescence, inverse agonism; in the data active means inhibition above about 22%, passing the limit was not always enough;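 further: 0% = cells with DMSO and 100% = wells without cells with DMSO; values of inactives mirror those of a sister screen read the other way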
AddAB inh = growth inhibition of E. coli expressing H. pylori AddAB, primary screen, AddAB inhibitor project, absorbance; inhibition, % at 11.9 µM; hit rate 0.29% among 330,000; in the data active means inhibition above about 12%;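 further: 0% = vehicle wells of infected cells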
Mot1-301 SUMO = yeast Mot1-301 growth rescue at high temperature, primary screen, SUMOylation pathway inhibitor project, S. cerevisiae, ATP luminescence, 38.5C; S. cerevisiae Mot1-301 growth rescue; percent above DMSO median, 100 means doubled; growth rescue, % at 18.8 µM; hit rate 1% among 320,000; AID 2716, 2010;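 active means every valid replicate shows activation above 250% relative to neutral control wells; inactive means the rest, any valid replicate at or below 250%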;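 further: OY570 slx delta 5 strain wells were the positive control but not used for scaling; some compounds called inactive have numbers as strong as hits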
phage Ecoli inh = growth loss of phage-infected E. coli, primary screen, RecBCD inhibitor project, absorbance, with phage, HTS | inhibition, % at 11.9 µM | hit rate 0.26% among 360,000; in the data active means inhibition above about 11%
Starred values were filed as active, the others as inactive; . = not tested or not shown.

SMILES	OPRM1-OPRD1 ag	PfHsp90 set2	HTR5A inv ctr	PKA-R2B act	PKA-R1A act	Ecoli viability	Tat transport	OPRM1-OPRD1 inv	AddAB inh	Mot1-301 SUMO	phage Ecoli inh
Cc1cccc(C(=O)OCC(=O)Nc2ccc3c(c2)OCCO3)c1O	3.4	-7	-21	-2	3	-0.9	-4	-18	-3.3	-3	4.3
O=C(NCc1nc2ccccc2[nH]1)c1cc2ccccc2oc1=O	-1.2	21	-5	6	-9	3.1	-7	7	10	14	3.4
O=C1C(=O)N(Cc2cccs2)c2ccccc21	-9.4	-22	0	-5	1	-1.2	-3	48*	-0.1	0	4.8
C=CCn1c(SCCOc2ccc(OC)cc2)nnc1C(C)NC(=O)Cc1ccc(OC)cc1 (stereo not given)	-2.3	.	-14	0	4	-0.6	-3	12	0.4	-11	0.2
Cc1cc(C)nc(SCc2nnc(SCC(N)=O)o2)n1	-0.3	-13	4	-5	0	0.8	0	2	3.4	0	3.0
Cc1ccc(CN2C3=NC(=O)CN3c3ccccc32)cc1	-2.1	.	0	-11	-1	-0.7	-2	11	-0.8	-4	2.7
CCOC(=O)C1C(c2ccc(O)c(OC)c2)NC(=O)NC1(O)C(F)(F)F (stereo not given)	-1.3	3	6	-4	-2	-3.7	8	6	5.2	-1	-0.1
Cc1ccc2nc(N3CCN(C(=O)c4ccccc4F)CC3)c(C#N)cc2c1	0.4	-10	6	-2	6	.	0	-2	.	.	4.1
Cc1cc(C)cc(N(CC(=O)O)S(=O)(=O)c2c(C)noc2C)c1	-3.1	12	-7	-7	1	-3.9	-1	18	-3.5	12	0.2
Cc1ccc(S(=O)(=O)N2CCOCC2)cc1C(=O)OCC(=O)NC1CCCC1	-1.8	-8	-7	-6	11	0.4	-6	7	0.8	10	6.0
O=C(Nc1ccccc1)Nc1cccc2nsnc12	1.3	.	7	-3	-1	-1.0	3	-7	-2.8	14	2.9
CC(C)(C)Nc1nc(Cl)nc(N(C#N)CN2C(=O)c3ccccc3S2(=O)=O)n1	-0.8	8	-16	-9	-6	-3.9	-4	4	0.7	13	2.0
O=C(Nc1ccc2c(c1)OCO2)C(c1ccccc1)N1CCC2(CC1)OCCO2 (stereo not given)	0.7	10	-1	0	2	0.6	0	-4	1.8	-23	1.7
CCOC(=O)c1c(NC(=S)Nc2ccc(OC)cc2)sc2c1CCC2	-0.9	7	-22	-16	5	-0.7	7	5	-0.3	-6	1.1
CC(C)OC(=O)Nc1ccc2c(c1)N(C(=O)N1CCN(C)CC1)c1ccccc1CC2	-2.5	2	-23	-8	2	-2.0	7	13	1.8	-16	0.7
Cn1cc(C(=O)C(F)(F)F)c2ccccc21	-2.9	1	22	-7	9	-0.6	-4	13	0.8	-2	0.9
Cc1c(SCCO)c(=O)[nH]c2cc3c(cc12)OCO3	-0.1	17	0	-10	5	-2.6	2	1	-1.8	10	2.6
Nn1c(Cc2ccccc2)nc2sc3c(c2c1=O)CCC3	1.2	-3	15	-6	4	1.9	0	-6	0.8	3	4.3
CCO[C@H]1OC(C(=O)N2CCN(Cc3ccccc3)CC2)=C[C@@H](c2ccc(C(F)(F)F)cc2)[C@@H]1CCCO	3.6	10	2	-4	-11	-4.1	11	-20	0.7	-7	-0.6
Cc1cccc(N(C(=O)c2ccc(CN3CCOCC3)o2)C(C(=O)NC(C)(C)C)c2ccc(F)cc2)c1 (stereo not given)	-1.9	-3	3	0	2	-0.4	5	11	0.4	8	-1.8
O=C(NCCc1nc(-c2ccccc2)no1)c1ccco1	0.1	19	11	4	0	-0.6	-5	-1	6.0	-2	4.7
CCN1CCCC1CNC(=O)c1ccc2c(c1)NC(=O)/C(=C\c1ccc(C)cc1)S2 (stereo not given)	1.8	2	-3	-10	-6	-2.1	9	-9	1.4	-25	2.7
CCOC(=O)CSc1nc2c(c(=O)n(Cc3ccccc3Cl)c(=O)n2C)n1C	-2.2	7	2	-12	1	-0.7	11	14	-0.2	8	1.7
O=C(N/N=C/c1c[nH]c2ccc(Br)cc12)c1ccc2c(c1)OCO2	1.1	4	0	-7	8	-1.4	-5	-6	0.9	1	-1.0
Cn1cccc1C1Nc2ccccc2NC2=C1C(=O)CC(C)(C)C2 (stereo not given)	1.0	-23	-25	3	-1	-1.2	-4	-6	-0.3	228	-1.8
Carrying on:
SMILES	OPRM1-OPRD1 ag	PfHsp90 set2	HTR5A inv ctr	PKA-R2B act	PKA-R1A act	Ecoli viability	Tat transport	OPRM1-OPRD1 inv	AddAB inh	Mot1-301 SUMO	phage Ecoli inh
O=C(O)CSc1nnc(-c2ccc(Cl)cc2)n1-c1ccccc1	-0.9	-7	3	-8	5	-2.1	-5	4	0.4	4	-0.1
COCC(=O)n1nc(-c2ccccc2)nc1NCc1ccc(F)cc1	-2.6	14	4	1	5	-1.2	5	13	1.2	67	1.8
CCC/C(=N/NC(=O)c1nnn(-c2nonc2N)c1CN1CCCCC1)c1ccccc1	2.0	-10	-8	2	12	2.2	1	-11	3.8	116	1.2
Nc1cc(OCC(F)(F)F)cc([N+](=O)[O-])c1	0.8	-16	0	-4	4	0.9	4	-5	2.6	-4	2.4
COc1ccc(NC(=O)Cn2c(=O)n(CC3CCCO3)c(=O)c3cc(OC)c(OC)cc32)cc1OC (stereo not given)	0.5	5	-23	0	-5	0.0	-5	-2	2.1	3	2.5
COC(=O)c1c(C(C)=O)c(C)n(C)c1C	-2.1	-20	-2	-3	-2	1.5	-3	11	3.8	-9	1.9
Cc1ccc2nc(C3CCN(C(=O)NCc4ccccc4)CC3)[nH]c2c1	-2.0	-9	2	-9	-6	3.2	-4	11	2.1	-11	-0.2
CCN(Cc1nc2cc(Cl)ccc2c(=O)[nH]1)C(=O)CN1C(=O)NC2(CCCCC2C)C1=O (stereo not given)	-5.0	-5	-3	-11	2	.	0	24	.	.	1.1
O=C(NCc1ccc(F)cc1)Nc1ccc(Cl)cc1	3.6	.	-14	2	-8	-0.7	-5	-17	-0.7	-18	4.6
CC(C)(C)c1cc(C(C)(C)C)n(-c2ccccc2)n1	-2.3	12	1	-2	-8	2.2	4	12	2.8	-15	-1.2
COc1cc(/C=C(\C#N)C(=O)NCc2ccccc2)ccc1OCc1ccc(C(=O)O)cc1	-2.3	-28	-19	-7	0	1.1	-4	11	5.3	7	1.7
CN(CC(=O)N1CCN(Cc2ccccc2)CC1)C(=O)Cc1ccc(Cl)c(Cl)c1	-0.9	-8	6	-2	4	0.4	-1	4	-1.1	0	2.7
CCOC(=O)c1cn(CC(=O)Nc2ccc(CC)cc2)nn1	-2.1	.	-7	-9	-3	-0.5	3	11	2.0	-14	3.1
CC(C)(C)OC(=O)N1CCC(C(=O)N2CCOCC2)CC1	-0.1	21	-7	-9	11	3.9	-1	0	4.3	6	3.9
COc1cccc(CNC(=O)C(CCSC)NS(=O)(=O)c2ccc3c(c2)oc(=O)n3C)c1 (stereo not given)	-2.0	35	18	-5	6	0.6	-3	8	1.7	-5	0.4
CCCCn1c(N)c(N(CCC(C)C)C(=O)c2ccc([N+](=O)[O-])s2)c(=O)[nH]c1=O	5.7	-8	-10	1	-10	0.2	1	-37	-1.7	144	4.9
O=C(NC12CC3CC(CC(C3)C1)C2)N1CCN(c2nc(-c3ccccc3)cs2)CC1	1.4	10	-28	6	-2	0.2	-5	-8	0.4	96	2.3
CCCCn1c2c(cc(C(=O)OC)c1=O)C(=O)CCC2	0.2	2	8	-2	-12	.	2	-1	.	.	1.2
CCc1cccc(NC(=O)CCc2c(C)nn(-c3ccc(N4CCOCC4)nn3)c2C)c1	-0.2	7	-6	-5	9	2.2	2	1	6.2	77	-0.1
COc1ccccc1NC(=O)COC(=O)Cc1cccs1	-1.4	26	-3	-3	-7	0.7	-5	8	1.0	309	1.8
CN1C(=O)C2(c3ccccc31)c1c(oc3ccccc3c1=O)C(=O)N2CCCO (stereo not given)	-3.2	-3	2	-8	4	1.8	2	16	0.3	-12	-0.9
Cc1nn(C)cc1/C=N/NC(=O)C1(O)c2ccccc2-c2ccccc21	1.0	1	4	1	2	-1.0	-1	-5	2.5	-5	-0.6
O=C(NCc1cccc(F)c1)C1CCN(S(=O)(=O)Cc2ccccc2)CC1	0.8	7	1	-2	5	-1.2	4	-5	3.2	464	4.0
CC(C)NC(=O)C1CCN(Cc2cccc(Oc3ccccc3)c2)CC1	0.1	-18	2	5	0	.	-10	0	.	10	1.9
CCN(C(=O)COC(=O)c1cc([N+](=O)[O-])ccc1N1CCOCC1)c1ccccc1	0.7	-1	-4	7	-1	0.0	4	-3	0.2	-9	-0.1
Next compounds:
SMILES	OPRM1-OPRD1 ag	PfHsp90 set2	HTR5A inv ctr	PKA-R2B act	PKA-R1A act	Ecoli viability	Tat transport	OPRM1-OPRD1 inv	AddAB inh	Mot1-301 SUMO	phage Ecoli inh
COc1cccc(-c2ccc(SCC(=O)N3CCOCC3)nn2)c1	-2.9	.	2	-3	-1	0.6	-1	14	0.2	10	0.6
O=C(C1CCCN1S(=O)(=O)c1cccc2nsnc12)N1CCCCCC1 (stereo not given)	-0.7	8	-14	-5	0	2.8	5	4	-1.2	12	2.5
COc1cc(OC)c2c(=O)cc(-c3cccnc3)oc2c1	-1.0	32	7	0	-8	2.7	-5	5	1.6	98	0.2
Oc1ccc(/C=N/N2CCN(C3c4ccccc4-c4ccccc43)CC2)cc1O	6.3	-2	-28	7	12	-1.4	8	-31	2.3	-25	3.9
CCOC(=O)C1=CN(Cc2cccc(F)c2)S(=O)(=O)NC1c1ccccc1 (stereo not given)	-0.6	-12	-3	-4	-6	2.3	-7	3	-0.1	.	1.8
Cc1cc(C)nc(/N=C(\N)Nc2ccc(OCCC(C)C)cc2)n1	0.7	-4	-13	1	3	0.8	2	-3	4.4	-14	-1.0
CC12CCC(C(=O)N3CCCCC3)(CC1=O)C2(C)C (stereo not given)	-0.2	9	9	-1	-8	0.5	0	1	2.5	.	0.1
CCOC(=O)C1=C(C)C(c2ccc(OC)cc2OC)NC(=O)N1 (stereo not given)	-1.9	0	3	2	4	0.2	-5	11	0.1	5	2.1
O=C(CSc1ccc(C(F)(F)F)cc1[N+](=O)[O-])Nc1ccc2ccccc2c1	-2.7	-1	5	-4	-9	0.3	-2	12	3.6	10	2.9
COC(=O)c1ccccc1SCc1csc(C)n1	-0.8	11	-23	3	1	0.7	-11	5	0.9	-15	3.6

Screening results: PubChem, several laboratories

Random draw from the library; any-hit rate near 2.2%.
